HT1080 EIF4E-luc2: inhibitors of EIF4E gene expression, primary screen, cell-based, HT1080, luciferase reporter (AID 1224817); HT1080 EIF4E-luc2 knock-in reporter, luciferase, 16 h; hits give low values; log2 luciferase activity ratio at 2.5 µM; 1% of 2,000 active;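 active = log2 luciferase ratio at or below -0.5849, meaning signal at two thirds of solvent-only control or lower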;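 also: luciferase reports endogenous eIF4E expression since it is co-expressed from the native EIF4E locus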
Starred values were filed as active, the others as inactive; & = joins results of further samples. An excerpt; the hit share may differ from the screen's.

`Nc1ncnc2c1ncn2CCCCC(=O)O` gave HT1080 EIF4E-luc2 -0.0887.
`C=C(C)CN(CC#N)CC(=C)C` gave HT1080 EIF4E-luc2 0.249.
For O=C(O)C(Cc1ccccc1)Cc1ccccc1 the results were HT1080 EIF4E-luc2 0.0896.
For CCC1CCC2C3CC=C4CC(OC(C)=O)C(N)CC4(C)C3CCC12C (configuration not stated) the results were HT1080 EIF4E-luc2 0.0967.
`O=S(=O)(O)C(c1ccccc1)C(O)c1ccccc1` (configuration not stated) gave HT1080 EIF4E-luc2 -0.161.
`O=c1c2ccccc2sc2c(CO)ccc(NCCN3CCCCC3)c12` gave HT1080 EIF4E-luc2 -0.173.
`CC(C)(C)OC(=O)C(C1NC(C(=O)O)C(C)(C)S1)N1C(=O)c2ccccc2C1=O` (configuration not stated) gave HT1080 EIF4E-luc2 -0.146.
CCN(CC(=O)O)CC(=O)O was read as HT1080 EIF4E-luc2 -0.0043.
N#CC(N=Nc1ccccc1C(=O)O)C(N)=O (configuration not stated) was read as HT1080 EIF4E-luc2 0.0089.
Nc1ccccc1CCCC(=O)O was read as HT1080 EIF4E-luc2 -0.22.
Screening O=[N+]([O-])c1ccc2ncccc2c1CCc1c([N+](=O)[O-])ccc2ncccc12 returned HT1080 EIF4E-luc2 0.31.
For CC1OC(O[C@H]2/C=C/C=C/C=C/C=C/C=C/C=C/C=C/[C@H](C)[C@@H](O)[C@@H](C)[C@H](C)OC(=O)C[C@H](O)C[C@H](O)CC[C@@H](O)[C@H](O)C[C@H](O)C[C@]3(O)C[C@H](O)[C@@H](C(=O)O)[C@H](C2)O3)C(O)C(N)C1O (some centres not stated) the results were HT1080 EIF4E-luc2 -0.148&0.117.
Screening O=C(O)CC(NC(=O)CP(=O)(O)O)C(=O)O.[NH-]C1CCCCC1[NH-].[Pt+2] (configuration not stated) returned HT1080 EIF4E-luc2 0.179.
`COC(=O)C1C(OS(=O)(=O)O)CCC2CN3CCc4c([nH]c5ccccc45)C3CC21` (configuration not stated) gave HT1080 EIF4E-luc2 -0.118.
NC(C(=O)O)C(N)C(=O)O (configuration not stated) was read as HT1080 EIF4E-luc2 0.277.

The final 2 records of the part above open the next one.
`COC(=O)C1C(OS(=O)(=O)O)CCC2CN3CCc4c([nH]c5ccccc45)C3CC21` (configuration not stated) gave HT1080 EIF4E-luc2 -0.118.
NC(C(=O)O)C(N)C(=O)O (configuration not stated) was read as HT1080 EIF4E-luc2 0.277.
CN(C)CCCN=C(N)N was read as HT1080 EIF4E-luc2 -0.139.
`Nc1ccn(C2OC(COC(=O)C34CC5CC(CC(C5)C3)C4)C(O)C2O)c(=O)n1` (configuration not stated) gave HT1080 EIF4E-luc2 0.131.
Screening c1cc(CSSCc2ccncc2)ccn1 returned HT1080 EIF4E-luc2 -0.0593.
Screening O=c1[nH]c(SCc2cccc([N+](=O)[O-])c2)nc2nc[nH]c12 returned HT1080 EIF4E-luc2 -0.135.
Screening CC1=C(/C=C/C(=O)O)C(C)(C)CCC1 returned HT1080 EIF4E-luc2 0.184.
For CCN(Cc1cc(Cl)cc(C)c1O)Cc1c(O)ccc2ccccc12 the results were HT1080 EIF4E-luc2 0.351.
For O=C(O)c1ccc(NC(c2ccccc2)c2ccc3cccnc3c2O)cc1 (configuration not stated) the results were HT1080 EIF4E-luc2 0.421.
Screening c1ccc(CCNCc2ccco2)nc1 returned HT1080 EIF4E-luc2 0.223.
Screening CN1CCc2[nH]nc(-c3n[nH]c4c3CN(C)CC4)c2C1 returned HT1080 EIF4E-luc2 0.199.
`O=c1[nH]c(SCc2c(Cl)c(Cl)c(Cl)c(Cl)c2Cl)nc(=S)[nH]1` gave HT1080 EIF4E-luc2 -0.101.
`O=C(O)CC(C(=O)O)c1ccccc1[N+](=O)[O-]` (configuration not stated) gave HT1080 EIF4E-luc2 -0.346.
Screening O=C(O)c1ccccc1NC(c1ccccc1)c1ccc2cccnc2c1O (configuration not stated) returned HT1080 EIF4E-luc2 -0.0477.
`O=C(O)CCC(C(=O)O)N1C(=O)c2ccccc2C1=O` (configuration not stated) gave HT1080 EIF4E-luc2 -0.164.
CCC(C)CCC/C=C/CC(=O)NC(CC(=O)O)C(=O)NC(C(=O)NC(CC(=O)O)C(=O)NCC(=O)NC(CC(=O)O)C(=O)NCC(=O)NC(C(=O)NC(C(=O)N1CCCC1C(=O)NC(C)C1NC(=O)C2CCCCN2C1=O)C(C)C)C(C)N)C(C)C(=O)O (configuration not stated) was read as HT1080 EIF4E-luc2 0.165.
Screening Nc1ccc(S(=O)(=O)c2ccc(NC(=O)c3cccnc3)cc2)cc1 returned HT1080 EIF4E-luc2 0.171.
O=C1C2=C(Nc3cc([N+](=O)[O-])ccc3N2)OC1c1ccc(C2OC3=C(Nc4ccc([N+](=O)[O-])cc4N3)C2=O)cc1 (configuration not stated) was read as HT1080 EIF4E-luc2 0.285.
For O=C1c2cc(O)c(O)cc2O[C@H](c2ccc(O)c(O)c2)[C@H]1O the results were HT1080 EIF4E-luc2 0.152.
CS(=O)(=O)N(CC(=O)O)Cc1ccccc1 was read as HT1080 EIF4E-luc2 -0.0804.
For O=C1CCC(NC(=O)c2ccccc2)C(=O)N1 (configuration not stated) the results were HT1080 EIF4E-luc2 -0.0179.
CCc1ccc2c(c1)N(CC(C)CN(C)C)c1ccccc1S2 (configuration not stated) was read as HT1080 EIF4E-luc2 0.0007.
For NC(N)=NCCCC(=O)O the results were HT1080 EIF4E-luc2 0.203.
NNC(=O)CCSc1ccccc1 was read as HT1080 EIF4E-luc2 0.0273.
`OCCCNc1ncnc2[nH]ncc12` gave HT1080 EIF4E-luc2 -0.062.
For Cc1c(Cl)cc(C(C)(C)C)c(O)c1Cc1c(C)c(Cl)cc(C(C)(C)C)c1O the results were HT1080 EIF4E-luc2 -0.0258.
O=C1OC2(c3ccc(O)cc3Oc3cc(O)ccc32)c2c1c(-c1ccccc1)c(-c1ccccc1)c(-c1ccccc1)c2-c1ccccc1 was read as HT1080 EIF4E-luc2 -0.161.
C[N+]1(C)CCOC(O)(c2ccccc2)C1 (configuration not stated) was read as HT1080 EIF4E-luc2 0.0431.
For O=C(CCCN1CCC(O)(c2ccc(Cl)cc2)CC1)c1ccc(F)cc1 the results were HT1080 EIF4E-luc2 0.116.
`O=C(O)C(Cl)(c1ccccc1)c1ccccc1` gave HT1080 EIF4E-luc2 0.0463.
Screening O=S(=O)(O)c1cc(N=Nc2cccc3ccccc23)c(O)c2ncccc12 returned HT1080 EIF4E-luc2 -0.289.
Screening CC(C)C1OC(=O)/C=C/C=C/C=C/C=C/C=C/CC(O)C(C)C(O)CC(O)CC(O)CC(O)CC(O)CC(O)CC(O)/C=C/C1C (configuration not stated) returned HT1080 EIF4E-luc2 0.0209.
For Cn1c(=O)c2c(ncn2CCSS(=O)(=O)O)n(C)c1=O the results were HT1080 EIF4E-luc2 -0.0028.
Nc1nc(-c2cccc([N+](=O)[O-])c2)cc(-c2cc(-c3cccc([N+](=O)[O-])c3)nc(N)n2)n1 was read as HT1080 EIF4E-luc2 0.0942.
For CC1(CCOCc2ccccc2)NC(=O)NC1=O (configuration not stated) the results were HT1080 EIF4E-luc2 -0.11.
c1ccc(-c2cnc(-c3ccc(-c4ncc(-c5ccccc5)o4)cc3)o2)cc1 was read as HT1080 EIF4E-luc2 0.0358.
Nc1c(OCC(=O)O)ccc2cc(S(=O)(=O)O)ccc12 was read as HT1080 EIF4E-luc2 -0.0358.
Screening CC(=O)OC12CC[N+]3(C)CCCCC3C1=Nc1ccccc12 (configuration not stated) returned HT1080 EIF4E-luc2 0.118.
Screening Oc1ccc2ccccc2c1Cc1c(O)ccc2ccccc12 returned HT1080 EIF4E-luc2 0.119.
Screening CCCCNc1nc(SC)nc2nc[nH]c12 returned HT1080 EIF4E-luc2 -0.0457.
For O=[N+]([O-])c1ccc(CS(=O)Cc2ccccc2)cc1 (configuration not stated) the results were HT1080 EIF4E-luc2 -0.129.
CC(=O)NC(CCC(=O)C=[N+]=N)C(=O)O (configuration not stated) was read as HT1080 EIF4E-luc2 -0.0702.
Screening CC1CC(C)CN(S(=O)(=O)c2cc(Cl)c(Oc3ccc([N+](=O)[O-])cc3Cl)c(Cl)c2)C1 (configuration not stated) returned HT1080 EIF4E-luc2 0.55.
`CN(C)c1ccc(N=Nc2cccc3ccoc23)cc1` gave HT1080 EIF4E-luc2 0.396.
For O=C1c2ccccc2NC(c2cc(Cl)cc(Cl)c2O)N1CCc1ccccn1 (configuration not stated) the results were HT1080 EIF4E-luc2 0.291.
`C[N+]1(C)C2CC(OC(=O)C(CO)c3ccccc3)CC1C1OC12` (configuration not stated) gave HT1080 EIF4E-luc2 0.348.
O=S(=O)(c1ccc2ccccc2c1)N1CCN(S(=O)(=O)c2ccc3ccccc3c2)CC1 was read as HT1080 EIF4E-luc2 0.0329.
For Cc1ccc2nc(N/N=C/c3cccc(C)n3)cc(C)c2c1 the results were HT1080 EIF4E-luc2 0.421.
Screening CC1CC(O)C2C3(C)CCCC2(COC3=O)C12CCC1(CCOC1=O)O2 (configuration not stated) returned HT1080 EIF4E-luc2 0.0996.
For O=C(O)CCSc1ncnc2nc[nH]c12 the results were HT1080 EIF4E-luc2 -0.272.
COc1ccc(C=Nc2c(O)ccc3ccccc23)cc1OC was read as HT1080 EIF4E-luc2 0.755.
Screening O=C(O)CCC(O)=C1S(=O)(=O)OCCOS1(=O)=O returned HT1080 EIF4E-luc2 0.203.
Screening COc1ccc(C[N+](C)(C)N)cc1OC returned HT1080 EIF4E-luc2 -0.225.
Nc1n[nH]c2ccccc12 was read as HT1080 EIF4E-luc2 -0.204.
`CN(C)CCC(=O)[C@@]1(O)CC[C@H]2[C@@H]3CC=C4C[C@@H](O)CC[C@]4(C)[C@H]3CC[C@@]21C` gave HT1080 EIF4E-luc2 0.263.
`O=C(NNS(=O)(=O)c1ccccc1)c1cccnc1` gave HT1080 EIF4E-luc2 -0.0366.
Screening Nc1cccc2cc(S(=O)(=O)Nc3ccc(C(=O)O)cc3)ccc12 returned HT1080 EIF4E-luc2 -0.173.
Screening O=C(O)CNC(=O)C1NC(C(F)(F)F)(C(F)(F)F)OC1(C(F)(F)F)C(F)(F)F (configuration not stated) returned HT1080 EIF4E-luc2 0.305.
For CN1CCCC1c1cccnc1.O=C(O)c1ccccc1O.O=C([O-])c1ccccc1[OH2+].O=C([O-])c1ccccc1[OH2+].[Mn+2] (configuration not stated) the results were HT1080 EIF4E-luc2 -0.258.
`O=C(O)CC(Cc1ccc2c(c1)OCO2)C(=O)O` (configuration not stated) gave HT1080 EIF4E-luc2 0.0895.
`CC(=O)CSCc1ccccn1` gave HT1080 EIF4E-luc2 0.19.
`c1ccc(-c2cc(-c3cc(-c4ccccn4)[nH]n3)n[nH]2)nc1` gave HT1080 EIF4E-luc2 0.0358.

Reprinted at random: three entries already listed, in no set order.
For O=C1c2cc(O)c(O)cc2O[C@H](c2ccc(O)c(O)c2)[C@H]1O the results were HT1080 EIF4E-luc2 0.152.
`O=S(=O)(O)C(c1ccccc1)C(O)c1ccccc1` (configuration not stated) gave HT1080 EIF4E-luc2 -0.161.
Screening O=S(=O)(O)c1cc(N=Nc2cccc3ccccc23)c(O)c2ncccc12 returned HT1080 EIF4E-luc2 -0.289.

In the list so far, these contain an aryl methoxy group.
COc1ccc(C=Nc2c(O)ccc3ccccc23)cc1OC was read as HT1080 EIF4E-luc2 0.755.
Screening COc1ccc(C[N+](C)(C)N)cc1OC returned HT1080 EIF4E-luc2 -0.225.

Remaining list, next part
Screening CC(=NC1CCCCC1)c1ccccc1O returned HT1080 EIF4E-luc2 0.0221.
`CS(=O)(=O)c1ccc(/C=N/NC(N)=S)cc1` gave HT1080 EIF4E-luc2 0.141.
`Cc1[nH]c2c(C)ccc(C)c2c1CC(=O)O` gave HT1080 EIF4E-luc2 0.0144.
For CC(NC(=O)c1ccccc1)(C(=O)O)C(=O)O the results were HT1080 EIF4E-luc2 -0.299.
For CN(C)CCCSc1nc2ccccc2[nH]1 the results were HT1080 EIF4E-luc2 -0.104.
`C=CCSc1nc2ccccc2c(=O)n1Cc1ccco1` gave HT1080 EIF4E-luc2 0.277.
COc1cc(N=Nc2cccc(S(N)(=O)=O)c2)c2ccccc2c1N was read as HT1080 EIF4E-luc2 0.319.
Screening O=C(CSC1=NCCN1)c1ccccc1 returned HT1080 EIF4E-luc2 0.0634.
`O=C(O)CC12CC3CC(CC(O)(C3)C1)C2` gave HT1080 EIF4E-luc2 -0.0775.
Cc1cc(N2CCN(C)CC2)n2nc(-c3ccc(Cl)cc3)nc2n1 was read as HT1080 EIF4E-luc2 -0.0278.
Cc1cc(OCC(=O)O)c(Cl)cc1Cl was read as HT1080 EIF4E-luc2 -0.499.
For CCCCN1CSC(=S)N(Cc2ccccc2)C1 the results were HT1080 EIF4E-luc2 -0.0667.
`COc1cc(-c2[o+]c3cc(O)cc(O)c3cc2O)cc(O)c1O` gave HT1080 EIF4E-luc2 0.323.
Screening NC(C(=O)O)C(O)c1cnc[nH]1 (configuration not stated) returned HT1080 EIF4E-luc2 0.0457.
Screening OC(c1cc(C23CC4CC(CC(C4)C2)C3)nc2c(Cl)cc(Cl)cc12)C1CCCCN1 (configuration not stated) returned HT1080 EIF4E-luc2 0.104.

In the list so far, these contain fluorine.
For O=C(CCCN1CCC(O)(c2ccc(Cl)cc2)CC1)c1ccc(F)cc1 the results were HT1080 EIF4E-luc2 0.116.
Screening O=C(O)CNC(=O)C1NC(C(F)(F)F)(C(F)(F)F)OC1(C(F)(F)F)C(F)(F)F (configuration not stated) returned HT1080 EIF4E-luc2 0.305.

(listing goes on)
Screening CC(=O)C1(N=Nc2ccc(S(N)(=O)=O)cc2)CCOC1=O (configuration not stated) returned HT1080 EIF4E-luc2 0.0073.
For CN(Cc1cc(Cl)cc(Cl)c1O)Cc1c(O)ccc2ccccc12 the results were HT1080 EIF4E-luc2 0.342.
Screening Cc1n[nH]c2ccccc2c1=O returned HT1080 EIF4E-luc2 -0.0984.
For COc1ccc2c(c1OC)C(=O)O[C@@H]2[C@H]1c2c(cc3c(c2OC)OCO3)CCN1C the results were HT1080 EIF4E-luc2 -0.355.
Screening NC(=O)NOCC1NC(=O)NC1=O (configuration not stated) returned HT1080 EIF4E-luc2 0.22.
CC(CC(=O)O)(CC(=O)O)c1ccccc1 was read as HT1080 EIF4E-luc2 -0.154.

Screening results: PubChem, Augusta University
